Screening data deposited in PubChem by National Center for Advancing Translational Sciences (NCATS).
HepG2 tox = qHTS for Inhibitors of TGF-b: Cytotox Counterscreen. HepG2 CAGA-GFP viability, ATP luminescence, 18 h. Potency, µM (top dose mostly 46.1 µM), for the others: at the top dose activity change, negative = cytotoxicity, actives largely listed as cytotoxic. actives 0.76% (n = 410,000). AID 588856, 2011; note: some results filed as inactive show a strong effect at the top dose
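HepG2 CAGA-GFP cells (1000/well, DMEM with 1% FBS) received compound, then TGF-beta at 500 pg/mL final, and were incubated 18 hours at 37 degrees C. Viability was read by CellTiter-Glo luminescence. Media-only wells were set as complete cell-killing and DMSO as no toxicity.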
EPAC2 antag = qHTS for Antagonist of cAMP-regulated guanine nucleotide exchange factor 2 (EPAC2): primary screen; AID 720708, 2013; EPAC2 GEF exchange of Rap1B-BODIPY-GDP, fluorescence; Potency, µM (titrated, usually from 114 µM), for the others: at the top dose activity, negative = inhibition, actives largely listed as inhibitors; actives 0.18% (n = 360,000); Rap guanine nucleotide exchange factor 4 (Homo sapiens), Q8WZA2; note: % is set by controls: 0 for no effect and ±100 for the full control effect; nearly all actives have a fitted effect of over 45% in size; many of its hits are not listed in these tables
Target sequence (Q8WZA2 whole entry, looked up): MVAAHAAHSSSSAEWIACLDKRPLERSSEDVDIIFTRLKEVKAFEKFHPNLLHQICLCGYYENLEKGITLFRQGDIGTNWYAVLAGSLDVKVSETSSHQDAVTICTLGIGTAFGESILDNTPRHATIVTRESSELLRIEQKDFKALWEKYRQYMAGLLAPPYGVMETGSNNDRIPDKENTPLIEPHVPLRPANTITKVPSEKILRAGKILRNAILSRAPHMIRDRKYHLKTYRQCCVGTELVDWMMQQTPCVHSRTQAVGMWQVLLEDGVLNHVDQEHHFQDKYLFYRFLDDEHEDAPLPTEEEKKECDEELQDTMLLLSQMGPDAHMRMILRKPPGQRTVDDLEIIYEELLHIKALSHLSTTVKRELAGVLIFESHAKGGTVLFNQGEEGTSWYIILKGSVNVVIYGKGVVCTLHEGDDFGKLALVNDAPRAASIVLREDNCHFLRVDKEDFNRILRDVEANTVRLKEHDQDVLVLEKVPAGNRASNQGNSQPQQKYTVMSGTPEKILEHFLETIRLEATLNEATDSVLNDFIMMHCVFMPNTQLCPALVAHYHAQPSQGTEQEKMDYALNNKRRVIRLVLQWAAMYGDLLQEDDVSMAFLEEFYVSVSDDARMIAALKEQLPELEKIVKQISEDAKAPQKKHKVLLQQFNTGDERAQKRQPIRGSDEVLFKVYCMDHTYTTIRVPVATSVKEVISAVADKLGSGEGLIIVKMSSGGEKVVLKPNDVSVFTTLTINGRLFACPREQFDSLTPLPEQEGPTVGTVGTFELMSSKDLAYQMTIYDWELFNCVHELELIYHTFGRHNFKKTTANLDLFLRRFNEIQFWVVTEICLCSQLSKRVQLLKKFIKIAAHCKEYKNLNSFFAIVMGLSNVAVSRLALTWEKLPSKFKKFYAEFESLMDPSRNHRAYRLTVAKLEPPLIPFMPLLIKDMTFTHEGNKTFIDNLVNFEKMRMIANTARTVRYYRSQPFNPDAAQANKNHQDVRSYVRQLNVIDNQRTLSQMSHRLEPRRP
MCF10A rereplic = A quantitative high throughput screen for small molecules that induce DNA re-replication in MCF 10a normal breast cells; actives 2.9% (n = 350,000); MCF 10A DNA re-replication, Hoechst nuclear intensity, 48 h; AID 624296, 2012; Potency, µM (highest dose often 46.1 µM), inactives show at the top dose activity, positive = re-replication, usual class: activators; note: % of control where 0% means no effect; nearly all actives have a fitted effect of over 50% in size
ATXN viability = Viability Counterscreen for Primary qHTS for Inhibitors of ATXN expression. Potency, µM (doses to about 56.7 µM), actives largely listed as cytotoxic. actives 0.49% (n = 400,000). S2 cells (HEK-293 line with an ATXN2-luciferase reporter) viability, CellTiter-Fluor protease fluorescence, 24 h; note: nearly all actives have a fitted effect of over 40% in size
ATXN2 expr inh = Primary qHTS for Inhibitors of ATXN expression | actives 0.72% (n = 360,000) | AID 1745845, 2022 | Potency, µM (highest dose often 57 µM), inactives show top-dose activity change, negative = inhibition, actives largely listed as inhibitors | HEK-293 ATXN2-luciferase reporter, luminescence, 24 h; note: % is set by controls: 0 for no effect and ±100 for the full control effect; nearly all actives have a fitted effect of over 55% in size
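qHTS (up to 57 uM final) was run with 24 h compound exposure of reporter cells at 37 °C. Each well was multiplexed: SteadyGlo luminescence measured ATXN2-luciferase expression after a fluorogenic Gly-Phe-AFC viability readout (25 uM final).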
A549 tox = Nrf2 qHTS screen for inhibitors: counterscreen for cytotoxicity | AID 504648, 2011 | A549 ARE-Fluc cells, CellTiter-Fluor viability, 18-24 h | actives 0.16% (n = 390,000) | Potency, µM (top dose mostly 46 µM), for inactives: at the highest dose activity change, negative = cytotoxicity, actives largely listed as inhibitors; note: % is set by controls: 0 for no effect and ±100 for the full control effect
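Cytotoxicity counterscreen: CellTiter-Fluor fluorescence was measured in A549 ARE_Fluc cells after 18-24 h of compound exposure in a concentration series. The subsequent BugLite luminescent read reports ARE-luciferase activity.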
Nrf2 ARE act = qHTS of Nrf2 Activators. Potency, µM (top dose mostly 46.1 µM), inactives show top-dose activation, hits mostly activators. actives 0.31% (n = 410,000). AREc32 ARE-luciferase reporter (MCF7-derived line), luminescence, 24 h; note: % of control where 0% means no effect; nearly all actives have a fitted effect of over 65% in size
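Nrf2 activation is followed as ARE-luciferase induction in the AREc32 line after one day of compound treatment; luminescence is read with Steady-Glo.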
Nrf2 inh = Nrf2 qHTS screen for inhibitors. A549 ARE-Fluc reporter, luciferase luminescence, 18-24 h. Potency, µM (doses to about 46 µM), for inactives: at the highest dose activity change, negative = inhibition, hits mostly inhibitors. actives 2.1% (n = 360,000); note: % is set by controls: 0 for no effect and ±100 for the full control effect; nearly all actives have a fitted effect of over 60% in size
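A549 ARE_Fluc cells, 5000/well, 5% FBS OPTI-MEM; compounds in dose-response, 18-24 h at 37 °C/5% CO2; CellTiter-Fluor viability read (Ex 405/Em 525), then BugLite luciferase luminescence = Nrf2 activity.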
TGFb SMAD3 inh = qHTS for Inhibitors of TGF-b | HepG2 CAGA-GFP TGF-b/SMAD3 reporter, GFP fluorescence, 18 h; TGF-beta stimulated, 500 pg/mL final | Potency, µM (highest dose often 46.1 µM), without a hit: at the top dose activity, negative = inhibition, most hits filed as inhibitors | actives 1.2% (n = 410,000) | AID 588855, 2011; note: % is set by controls: 0 for no effect and ±100 for the full control effect; nearly all actives have a fitted effect of over 65% in size
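Per well, imaged GFP fluorescence of HEPG2 CAGA-GFP cells gives the signal; cells get compound, then TGF-beta (500 pg/mL final), 18 h at 37 degrees C; %Activity versus -TGF-beta and +DMSO controls.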
Numbers without * were called inactive; i = inactive; ? = inconclusive; · = not tested or not shown; & = joins results of further samples; [ ] = dose if it differs, or a comment. Calls come from the whole dose curve; as a rule, active = well fitted curve in the direction sought with a large enough effect; inconclusive = small, poorly fitted or top-dose-only effect, or another doubt; inactive = no such curve, though single readings can be large; an effect the other way counts as inactive or inconclusive. Potency is the fitted concentration of half-maximal effect.

Each structure is followed by: Nrf2 inh | A549 tox | EPAC2 antag | ATXN viability | ATXN2 expr inh | MCF10A rereplic | Nrf2 ARE act | HepG2 tox | TGFb SMAD3 inh
> Cc1cc(C)c(NC(=O)Cn2c(=O)n(Cc3ccc4c(c3)OCO4)c(=O)c3ccccc32)c(C)c1
  -8% | -6% | · | i | 8% | · | -0.3% | -2% | 0%
> CCOc1ccccc1N(C)S(=O)(=O)c1ccc2c(c1)N(C(C)=O)CCO2
  -4% | -2% | 8% | i | 7% | -4% | -0.1% | -11% | ?
> Cc1cccc(NC(=O)CN(C)S(=O)(=O)c2ccc3c(c2)CCC(=O)N3)c1C
  -5% | -10% | · | i | -10% | · | -0.8% | 2% | -20%
> CC1=CN2C(=NC(=O)CC2(C)C(=O)N(CC(=O)NC2CCCC2)Cc2ccccc2)C=C1 (configuration not stated)
  16% | 3% | 7% | i | 1% | -6% | -0.4% | 8% | 22%
> O=C(Cn1cnc2ccccc2c1=O)NC1CCCc2ccccc21 (configuration not stated)
  -1% | -7% | 1% | i | -4% | 9% | 0.0% | -6% | ?
> COC(=O)c1ccc2[nH]c(C3(O)CCCCC3)c(C)c2c1
  4% | -2% | -11% | i | 47%[activator] | -3% | 5.0% | -1% | -16%
> CC(C)CC(=O)Nc1ccc(Nc2ccccc2)cc1
  ? | -15% | 13% | i | 17% | 15% | 1.2% | -2% | 0%
> CCNc1nc(NC(C)C)nc(Nn2cnnc2)n1
  8% | -10%[1.84 µM] | 1% | ? | -2% | 1% | -0.5% | -55% | -20%
> O=C(CCc1ccccc1)Nc1ccccc1C(=O)N1CCOCC1
  -11% | 6% | 11% | i | -4% | -19% | -0.1% | -13% | -2%
> NC(=S)NC1CCS(=O)(=O)C1 (configuration not stated)
  -4% | -5% | 3% | i | -3% | -17% | -0.1% | -7% | -17%
> COc1cc2c(cc1OC)-c1c(OC)c(OC)cc3ccnc(c13)C2=O
  2% | -14% | 4% | ? | -35% | ? | 1.3% | -27% | 12%
> CCCc1cc(=O)[nH]c(SCC(=O)N2CCN(c3ccccc3)CC2)n1
  ? | -8%&9% | 12% | i | 0% | 4% | 0.3%&0.1% | 1%&-27% | -1%
> O=C(NC(=S)N1CCN(c2ccccn2)CC1)c1ccccc1
  6% | 6% | -2% | i | 6% | -2% | 0.6% | -1% | -24%
> COc1ccc(NC(=O)CC2Oc3ccccc3NC2=O)c(OC)c1 (configuration not stated)
  ? | -11% | 10% | i | -10% | 13% | -0.4% | -6% | 7%
> Cc1ccc(S(=O)(=O)NCCc2ccc(S(N)(=O)=O)cc2)cc1
  4% | -10% | 5% | · | · | 0% | -0.9% | -22% | 0%

2 entries picked at random from the list so far:
Each structure is followed by: Nrf2 inh | A549 tox | EPAC2 antag | ATXN viability | ATXN2 expr inh | MCF10A rereplic | Nrf2 ARE act | HepG2 tox | TGFb SMAD3 inh
> CC(C)CC(=O)Nc1ccc(Nc2ccccc2)cc1
  ? | -15% | 13% | i | 17% | 15% | 1.2% | -2% | 0%
> O=C(CCc1ccccc1)Nc1ccccc1C(=O)N1CCOCC1
  -11% | 6% | 11% | i | -4% | -19% | -0.1% | -13% | -2%

The list continues:
Each structure is followed by: Nrf2 inh | A549 tox | EPAC2 antag | ATXN viability | ATXN2 expr inh | MCF10A rereplic | Nrf2 ARE act | HepG2 tox | TGFb SMAD3 inh
> CCN1CCN(S(=O)(=O)Cc2ccccc2)CC1
  -21% | 6% | -5% | i | -3% | -19% | 0.1% | -1% | -17%
> Cc1ccc(NC(=O)C(=O)NCC2CCN(C(=O)c3cccc([N+](=O)[O-])c3)CC2)cc1
  10% | 3% | -3% | i | · | -21% | 0.3% | 11% | -8%
> COc1ccc(-c2ccc3oc(-c4ccc(OC)cc4)c(-c4ccc(OC)cc4)c3c2)cc1
  -1% | -1% | 2% | i | -10% | 1% | -1.4% | 11% | 4%
> CCOC(=O)c1nn(-c2ccccc2C)c(=O)cc1OCC(=O)Nc1cccc(OC)c1
  7% | 3% | -15% | i | -15% | 3% | 0.1% | -20% | 11%
> CCC(C)NC(=O)CNC(=O)c1nn(-c2ccc(OC)cc2OC)c(=O)c2ccccc12 (configuration not stated)
  -10% | -3% | 6% | i | · | 135% | -0.3% | 4% | 37%[activator]
> CCOC(=O)C1CCN(C(=O)CCNS(=O)(=O)c2ccc3c(c2)CCN3C(=O)CC)CC1
  2% | 5% | 1% | i | -12% | 14% | -0.4% | 6% | 1%
> Cn1ccnc1SCC(=O)Nc1ccccc1
  17% | 1% | -1% | i | 10% | 16% | -0.2% | 7% | -14%
> CC(OC(=O)c1cc(S(=O)(=O)N2CCOCC2)ccc1F)C(=O)NCC1CCCCC1 (configuration not stated)
  14% | 8% | 0% | i | -3% | 0% | 0.3% | 3% | -3%
> COCCN1Cc2cccc(C(=O)NC(C)c3cccs3)c2C1=O (configuration not stated)
  8% | -14% | 6% | ? | 0% | 8% | 3.7% | -1% | 20%
> Cc1ccc(C(=O)c2ncc[nH]2)cc1
  ? | -4% | 6% | i | 13% | -1% | -0.6% | 4% | 3%
> CC(C)CC(NC(=O)C1CCCCC1)C(=O)NC(C)c1ccccc1 (configuration not stated)
  -29% | -2% | 25% | i | 1% | -3% | -0.8% | -23% | -14%
> COc1ccc(-c2nc(C)c(CCNC(=O)C(=O)Nc3c(C)cccc3C)s2)cc1OC
  · | 0% | · | i | 8% | · | 0.4% | -4% | -6%
> O=C(CSc1ccc(F)cc1)NNC(=O)c1ccccc1Br
  8% | -1% | 1% | i | -17% | 13% | -0.2% | 2% | -19%
> CCOc1ccccc1/C=N/Nc1ccccc1[N+](=O)[O-]
  6% | -6% | -4% | i | 24% | -5% | 22% | -8% | -23%
> Cc1cc(O)c(C(C)C)cc1NS(=O)(=O)c1ccccc1
  6% | 1% | -16% | i | -25% | ? | 3.6% | 1% | 16%
> CN(CC(=O)NC(=O)NCc1ccco1)CC(=O)Nc1ccccc1Cl
  9% | 0% | -1% | i | 15% | 3% | 1.1% | -3% | 0%
> COc1ccc(C2CC(C)=C(C#N)S(=O)(=O)C2C#N)cc1 (configuration not stated)
  12% | 11% | -29% | i | -7% | 4% | -0.7% | -42% | 2%
> CN=C(c1ccco1)n1c(=S)nc(-c2ccco2)n(C)c1=S
  17% | -6% | 10% | ? | -8% | -4% | ? | 1% | 4%
> Cc1cc(/C=C(\C#N)C(=O)Nc2ccc(F)cc2)c(C)n1-c1ccc(N2CCOCC2)c([N+](=O)[O-])c1
  ? | -8% | 12% | i | -21% | 2% | 0.5% | -23% | -20%
> CCS(=O)(=O)c1ccc2c(c1)NC(=O)C(CCCl)O2 (configuration not stated)
  -13% | -4% | -5% | i | -28% | 0% | -0.1% | -22% | -6%
> O=C(/C=C/c1cc([N+](=O)[O-])ccc1OC(F)F)NCc1ccc(F)cc1
  · | 9% | 5% | i | 0% | -2% | 4.4% | -23% | 3%
> O=c1[nH]c(=S)[nH]c2nc[nH]c12
  -25% | -4% | · | · | · | · | · | -6% | 9%
> COC(=O)C1CSc2[nH]c(=O)sc2C1c1ccccc1 (configuration not stated)
  5% | 12% | -3% | i | -8% | -3% | 0.4% | -44% | 36%[activator]
> Cc1ccc(N(C(=O)c2ccco2)C(C(=O)NC2CCCC2)c2cccnc2)cc1C (configuration not stated)
  -17% | -4% | -9% | i | -2% | -2% | 0.7% | -13% | -19%
> COc1ccc(CNC(=O)COC(=O)C(CCSC)N2C(=O)c3ccccc3C2=O)cc1 (configuration not stated)
  9% | 4% | -30% | i | -25% | 17% | -0.2% | -13% | 12%
> COc1cccc(N2CCN(C(=O)c3ccc(NC(=O)c4nsc5ccccc45)cc3)CC2)c1
  · | -5% | · | ? | -14% | · | -0.6% | -2% | 13%
> CCOC(=O)c1c(C)[nH]c(C)c1S(=O)(=O)NCC(=O)Nc1cccc(Cl)c1
  -13% | -2% | · | ? | -3% | · | -0.5% | -19% | ?
> COc1ccccc1NC(=O)CN1C(=O)c2ccccc2Sc2ccc(C(=O)N3CCCC3)cc21
  · | -1% | · | ? | 6% | · | 7.9% | 2% | -1%
> O=C(c1[nH]c(C(F)(F)F)nc1-c1ccccc1)N1CCCN(Cc2ccc(F)cc2)CC1
  · | · | 8% | i | 8% | · | -1.4% | 3% | 0%
> COC(=O)c1ccc(-c2nc3cc(NC(C)=O)ccc3o2)cc1
  12% | -3% | · | i | 14% | · | -1.0% | -1% | 1%
> O=C(NCc1cccc(C(F)(F)F)c1)c1csc([C@@H]2C[C@H](O)[C@@H](CO)O2)n1
  · | · | 3% | i | -4% | · | -0.3% | -27% | 2%
> COc1ccccc1OCC(=O)Nc1ccc(NC(=O)COc2ccccc2OC)cc1
  -13% | -5% | 1% | i | -25% | 5% | 0.0% | -16% | 15%
> c1ccc(C2CC(c3cccs3)n3nnnc3N2)cc1 (configuration not stated)
  10% | -2% | 19% | i | -2% | 4% | -1.4% | 0% | ?
> CCOC(=O)c1ccccc1NC(=O)CSc1nnc(COc2ccccc2)n1CC
  -9% | -12% | -13% | · | · | 4% | -0.4% | -31% | -12%
> CCN1CCN(S(=O)(=O)c2cc3c(cc2Cl)NC(=O)CO3)CC1
  9% | -2% | -7% | i | -20% | 3% | -1.1% | -4% | -15%
> Cc1cc2nc(-c3ccc(SCc4ccc(C(=O)O)cc4)nc3)[nH]c2cc1C
  ? | -21% | -15% | i | 48%[activator][11.3 µM] | 12% | 3.1% | 4% | -6%
> CCOC(=O)CNC(=O)Nc1cc(C(=O)NCc2cccc(F)c2)ccc1N1CCCC1
  · | 1% | · | i | 4% | · | -0.5% | 2% | ?
> Cc1ccc(COc2ccc(/C=N/NC(=O)c3ccc(CN4CCOCC4)cc3)cc2)cc1
  -29% | 2% | 4% | i | -13%[11.3 µM] | 23% | 3.7% | 4% | 1%
> CCOC(=O)c1noc2ncnc(Nc3ccc(C)c(F)c3)c12
  8% | -9% | · | i | 2% | · | 0.1% | 7% | 0%
> Cn1cnnc1SCc1nc(N)nc(Nc2ccccc2)n1
  25% | 1% | -1% | i | 21% | 0% | 0.5% | -56% | 1%

Only part of the results is shown. The share of hits here may be higher or lower than overall.
